All columns: NCI-60 one-dose screen, growth in % after 48 h at 10 µM unless noted; 100 = growth as untreated, 0 = no growth, -100 = all killed.
MALME-3M – MALME-3M melanoma; AID 1794766; hit rate 5.8% among 78,000
EKVX – EKVX NSCLC; hit rate 3% among 71,000; AID 1794765
UACC-257 – UACC-257 melanoma | hit rate 4.4% among 78,000
HOP-92 – HOP-92 NSCLC cells; hit rate 6.3% among 71,000; AID 1794738
A549/ATCC – A549/ATCC NSCLC; hit rate 3.7% among 81,000; AID 1794740
UACC-62 – UACC-62 melanoma; AID 1794756; hit rate 5.4% among 81,000
M14 – M14 melanoma; hit rate 6.2% among 80,000; AID 1794745
HOP-62 – HOP-62 NSCLC | hit rate 3.9% among 80,000 | AID 1794735
Active calls of the source: *; nt = not tested or not shown; [ ] = dose if it differs, or a comment. The calls were made as follows: active = growth percent below 10; inactive = the rest. The order is random; any-hit rate near 10%.

1: N#Cc1c(-c2ccccc2)cc(-c2ccccc2)n(CCC(=O)O)c1=O
2: COC1CC(O)C2OC(c3ccccc3)OCC2O1 (stereo not drawn)
3: O=c1oc2c3ccc4cnccc4c3[nH]c2c2ccccc12
4: CCCCCCCCOC(=O)c1cc(Cl)cc(-c2ccccc2)c1O
5: CCOC(=O)CCCn1c(-c2ccccc2)cc(-c2ccccc2)c(C#N)c1=O
6: CCN(CC)C(=O)CC1=C(C)/C(=C/c2[nH]c(-c3ccc[nH]3)cc2OC)N=C1C
7: O=C(O)c1ccccc1C(=O)c1cc(O)ccc1O
8: Clc1ccc(Cl)c(Nc2nc3ccccc3s2)c1
entry no.,1,2,3,4,5,6,7,8
MALME-3M,51,116,-81*,101,108,1.1*,100,134
EKVX,77,109,74,106,93,33,100,109
UACC-257,55,91,1.2*,117,90,5.7*,92,134
HOP-92,75,81,49,84,48,-15*,98,120
A549/ATCC,47,93,0.2*,88,84,4.7*,93,114
UACC-62,32,107,73,93,59,-52*,104,94
M14,25,99,67,98,87,-56*,91,123
HOP-62,52,100,71,101,94,33,96,103

9: CCCc1cc(=O)[nH]c2nncn12
10: O=C(N/N=C/c1ccc(-c2cccc([N+](=O)[O-])c2)o1)c1[nH]c2ccc(Br)cc2c1-c1ccccc1
11: COc1ccc(-c2nn(-c3ccccc3)cc2C2C(C(=O)Nc3ccccn3)=C(C)NC(C)=C2C(=O)Nc2ccccn2)cc1
12: COc1cc2oc(-c3cccc(C(=O)Nc4ccc(Cl)cc4)c3)cc(=O)c2c(OCCNC(=O)[C@H](CO)NC(=O)OC(C)(C)C)c1OC
13: C=C1CC[C@@H]2[C@]3(C)COC(c4cn(-c5ccccc5)nc4-c4cccc([N+](=O)[O-])c4)O[C@@H]3CC[C@@]2(C)[C@@H]1C/C=C1/C(=O)OC[C@H]1O (stereo partly drawn)
14: Cc1cc(C2CCCCC2)n(O)c(=O)c1
15: c1ccc2c3c(ccc2c1)Oc1ccc2ccccc2c1C3CCC1c2c(ccc3ccccc23)Oc2ccc3ccccc3c21
16: Cc1ccc2cccc(CC(=O)NN)c2c1
entry no.,9,10,11,12,13,14,15,16
MALME-3M,97,39,96,20,-68*,64,95,105
EKVX,nt,54,90,24,-0.6*,61,98,nt
UACC-257,104,42,129,-42*,-68*,44,108,100
HOP-92,nt,56,nt,-2.0*,-84*,47,106,100
A549/ATCC,105,0.8*,116,24,31,nt,108,100
UACC-62,108,33,82,7.1*,-72*,21,91,95
M14,102,10,96,-7.6*,-51*,30,103,102
HOP-62,90,39,86,55,11,30,101,111

17: O=C(C[n+]1cccc2c3ccccc3ccc21)C(F)(F)F
18: CNC(=O)c1c(NC(=O)c2ccc(C(F)(F)F)cc2)sc2c1CCC(=O)C2
19: O=C1C(=O)c2ccccc2C(O)=C1CCCc1ccc(C2CCCC2)cc1
20: CC(=O)c1sc2nc(-c3cnccn3)cc(-c3cccs3)c2c1N
21: CCCCCCCCCC(=O)CCCCCCCCC
22: O=C(Nc1cc(Br)ccn1)c1cc2cc(Nc3nc(-c4ccccc4)nc4ccccc34)ccc2oc1=O
23: Cc1cc(-c2cc(OC(=O)c3ccccc3)ccc2Cl)cc2nnc(Nc3ccc(OCCN4CCCC4)cc3)nc12
24: C=CCOC(=O)c1ccccc1O
entry no.,17,18,19,20,21,22,23,24
MALME-3M,58,-9.5*,84,109,117,117,79,104
EKVX,42,9.8*,27,96,nt,109,92,98
UACC-257,124,1.3*,41,105,90,112,52,34
HOP-92,86,-36*,78,92,100,105,41,93
A549/ATCC,57,14,38,100,101,104,69,122
UACC-62,99,-29*,41,85,99,103,76,100
M14,109,-12*,nt,108,105,102,-8.1*,109
HOP-62,100,15,nt,98,101,103,50,97

25: CC(C(=O)O)S(=O)(=O)Cc1ccccc1 (stereo not drawn)
26: CC(C)=CCC(/C=N/N=C(N)N)C(C)C (stereo not drawn)
27: N#CCC(=O)Nc1nc2ccccc2nc1Cl
28: NC(N)=N/N=C(/N=Nc1ccccc1)c1cccc2cccnc12
29: CCCc1cc2cc(-n3nc(C)c4c3CC(C)(C)CC4=O)cc(NC3CCS(=O)(=O)CC3)c2c(=O)[nH]1
30: Cc1cc(-c2ccc(N=Nc3c(N)c(C)cc(S(=O)(=O)O)c3N)c(C)c2)ccc1N=Nc1ccc(O)c(C(=O)O)c1
31: O=c1[nH][nH]c2ccccc12
32: C[C@@H]1N=C(c2ccc(N=[N+]=[N-])cc2)Nc2nc3ccccn3c2C1=O
entry no.,25,26,27,28,29,30,31,32
MALME-3M,100,93,95,118,41,101,101,82
EKVX,nt,nt,87,84,80,98,101,82
UACC-257,90,91,101,102,70,109,96,101
HOP-92,100,82,88,nt,53,97,93,102
A549/ATCC,90,86,96,93,41,103,95,89
UACC-62,102,87,99,85,35,98,100,67
M14,110,94,102,96,47,99,105,82
HOP-62,99,96,98,nt,42,90,98,79

33: CS(=O)(=O)Nc1cc(-c2ccc3ncnc(Nc4ccc5c(cnn5Cc5ccccn5)c4)c3c2)cnc1Cl
34: Nc1nc2c(c(=O)[nH]1)C(c1ccccc1)C=C(C(=O)O)N2 (stereo not drawn)
35: O=C(/C=C/c1ccco1)c1ccco1
36: CCOC(=O)c1c(Nc2ccccc2)nn2c(-c3ccc(Br)cc3)ccnc12
37: O=C(NCc1cccc(Cl)c1)C1=NOC(Cc2nc3ccccc3o2)C1 (stereo not drawn)
38: Cc1ccc2nc(C)c(C(=O)NCc3ccc(OCc4cn(Cc5ccc([N+](=O)[O-])cc5)nn4)cc3)n2c1
39: COc1cc(-c2cc(/C=C/C(=O)c3ccc4c(c3)OCO4)[nH]n2)cc(OC)c1OC
40: CC(=O)CCC(=O)OCCCl
entry no.,33,34,35,36,37,38,39,40
MALME-3M,40,94,107,75,93,83,96,103
EKVX,81,nt,112,82,103,68,nt,100
UACC-257,88,110,89,103,108,77,107,101
HOP-92,2.3*,124,107,28,nt,66,nt,nt
A549/ATCC,89,105,92,56,103,84,87,102
UACC-62,62,131,98,79,100,61,79,103
M14,76,103,100,89,101,87,101,104
HOP-62,69,117,103,47,102,72,49,114

41: CCN(CC)CCOc1cccc(NC(=O)CN(CC)CC)c1
42: N#CC1(c2ccc(NC(=O)c3cccnc3NCc3ccncc3)cc2)CCCC1
43: CCCCNc1nc(SC)nc(-c2cccc(N)c2)c1C#N
44: O=c1c2ccccc2c(=O)c2c1sc1c(=O)c3ccc(O)cc3c(=O)c12
45: CC(C)=CCCC1=C2[C@H](C[C@@]3(C)[C@H]2C/C(=N\O)[C@H]2[C@@]4(C)CC/C(=N\O)[C@@H](C)[C@@H]4CC[C@@]23C)OC1=O
46: COC(=O)/C=C1/S/C(=N\N=C\c2ccc(OCC(F)(F)F)cc2)N(c2ccccc2)C1=O
47: Clc1ccc(C2=NNC(c3sc(Cl)nc3Cl)C2)cc1 (stereo not drawn)
48: O=C1CSC(c2ccc3c(c2)OCO3)N1Cc1ccc2c(c1)OCO2 (stereo not drawn)
entry no.,41,42,43,44,45,46,47,48
MALME-3M,110,68,101,-97*,107,97,108,86
EKVX,nt,88,93,-58*,89,91,nt,97
UACC-257,121,69,101,-95*,111,104,100,105
HOP-92,nt,67,88,-25*,nt,80,nt,nt
A549/ATCC,103,45,98,-55*,101,85,102,105
UACC-62,106,59,88,-73*,92,81,97,75
M14,112,66,108,-88*,98,92,94,97
HOP-62,100,50,82,-79*,110,69,98,92

14 compounds already listed, ordered by number of heavy atoms, low to high.
40: CC(=O)CCC(=O)OCCCl
35: O=C(/C=C/c1ccco1)c1ccco1
47: Clc1ccc(C2=NNC(c3sc(Cl)nc3Cl)C2)cc1 (stereo not drawn)
34: Nc1nc2c(c(=O)[nH]1)C(c1ccccc1)C=C(C(=O)O)N2 (stereo not drawn)
43: CCCCNc1nc(SC)nc(-c2cccc(N)c2)c1C#N
41: CCN(CC)CCOc1cccc(NC(=O)CN(CC)CC)c1
32: C[C@@H]1N=C(c2ccc(N=[N+]=[N-])cc2)Nc2nc3ccccn3c2C1=O
44: O=c1c2ccccc2c(=O)c2c1sc1c(=O)c3ccc(O)cc3c(=O)c12
36: CCOC(=O)c1c(Nc2ccccc2)nn2c(-c3ccc(Br)cc3)ccnc12
42: N#CC1(c2ccc(NC(=O)c3cccnc3NCc3ccncc3)cc2)CCCC1
entry no.,40,35,47,34,43,41,32,44,36,42
MALME-3M,103,107,108,94,101,110,82,-97*,75,68
EKVX,100,112,nt,nt,93,nt,82,-58*,82,88
UACC-257,101,89,100,110,101,121,101,-95*,103,69
HOP-92,nt,107,nt,124,88,nt,102,-25*,28,67
A549/ATCC,102,92,102,105,98,103,89,-55*,56,45
UACC-62,103,98,97,131,88,106,67,-73*,79,59
M14,104,100,94,103,108,112,82,-88*,89,66
HOP-62,114,103,98,117,82,100,79,-79*,47,50

46: COC(=O)/C=C1/S/C(=N\N=C\c2ccc(OCC(F)(F)F)cc2)N(c2ccccc2)C1=O
45: CC(C)=CCCC1=C2[C@H](C[C@@]3(C)[C@H]2C/C(=N\O)[C@H]2[C@@]4(C)CC/C(=N\O)[C@@H](C)[C@@H]4CC[C@@]23C)OC1=O
38: Cc1ccc2nc(C)c(C(=O)NCc3ccc(OCc4cn(Cc5ccc([N+](=O)[O-])cc5)nn4)cc3)n2c1
33: CS(=O)(=O)Nc1cc(-c2ccc3ncnc(Nc4ccc5c(cnn5Cc5ccccn5)c4)c3c2)cnc1Cl
entry no.,46,45,38,33
MALME-3M,97,107,83,40
EKVX,91,89,68,81
UACC-257,104,111,77,88
HOP-92,80,nt,66,2.3*
A549/ATCC,85,101,84,89
UACC-62,81,92,61,62
M14,92,98,87,76
HOP-62,69,110,72,69

Continuation:
49: Cc1ccc(/C=C(\C#N)n2nc3cccc(F)c3n2)cc1
50: CC(C)=CCCC(C)O (stereo not drawn)
51: O=C1CCC(NNC(=O)c2ccccc2)N1 (stereo not drawn)
52: O=C(Nc1nc(Cl)nc(Nc2ccc(N3CCOCC3=O)cc2)n1)c1ccc(Cl)s1
53: O=S(=O)(CS(=O)(=O)c1ccccc1)c1ccccc1
54: Nc1ccc(/C=C\C(=O)c2ccccc2)cc1
55: Nc1ccc(-c2ccc(Br)cc2)cc1
56: CCCc1cc(=O)n2c(C(=O)Nc3cccc(Cl)c3)c(C(=O)Nc3ccc(F)cc3)sc2n1
entry no.,49,50,51,52,53,54,55,56
MALME-3M,93,97,104,88,101,101,108,97[30 µM]
EKVX,83,106,106,102,100,102,95,102[30 µM]
UACC-257,98,nt,105,72,107,115,113,105[30 µM]
HOP-92,56,96,113,80,102,nt,92,26[30 µM]
A549/ATCC,98,nt,106,77,101,110,96,85[30 µM]
UACC-62,84,102,104,87,93,101,93,100[30 µM]
M14,98,99,104,90,96,107,108,109[30 µM]
HOP-62,94,106,103,98,107,96,114,109[30 µM]

Compound profiles, as listed above. Screens in order: MALME-3M, EKVX, UACC-257, HOP-92, A549/ATCC, UACC-62, M14, HOP-62
CC(C)=CCCC(C)O (stereo not drawn) is listed with 97, 106, nt, 96, nt, 102, 99, 106
Nc1ccc(-c2ccc(Br)cc2)cc1 is listed with 108, 95, 113, 92, 96, 93, 108, 114

(list continues)
57: O=C(CC1c2ccccc2NC(=O)N1Cc1ccccc1)c1ccccn1 (stereo not drawn)
58: C[C@]12CC[C@@H]3c4ccc(O)cc4CC[C@H]3[C@@H]1CC[C@@H]2NS(=O)(=O)c1cccc(F)c1
59: CC(=O)Nc1c(Cl)cccc1[N+](=O)[O-]
60: CCOC(=O)C(C)(C(=O)OCC)c1cccc2ccccc12
61: COc1ccc(COc2cc3oc(=O)c4cc(C(C)O)ccc4c3cc2OC)cc1 (stereo not drawn)
62: CC(=O)Nc1c(C)n(C)n(-c2ccccc2)c1=O
63: C=CCOc1ccc(Cl)cc1Cl
64: O=c1oc2ccc(Cl)cc2cc1-c1cs/c(=N/N=C\c2ccc(Cl)cc2)n1/N=C/c1ccc(Cl)cc1
entry no.,57,58,59,60,61,62,63,64
MALME-3M,90,56,109,111,67,125,113,99
EKVX,95,nt,nt,102,69,115,103,107
UACC-257,nt,70,128,96,43,100,115,95
HOP-92,86,nt,nt,96,55,113,77,98
A549/ATCC,98,45,105,89,49,98,109,89
UACC-62,nt,64,105,104,50,108,93,94
M14,95,72,110,97,58,103,101,nt
HOP-62,103,nt,106,97,37,106,113,109

65: O=C1CNC(=O)N1CN1CCOCC1
66: COc1ccc(-c2cc(NC(=O)Nc3cccc(Cl)c3)no2)cc1
67: CCc1ccc2nc(NC(=O)Cc3ccc(NC(C)=O)cc3)sc2c1
68: N#CSCC1CC(O)(c2ccccc2)CC(c2ccc(Cl)cc2)O1 (stereo not drawn)
69: COc1ccc(-n2nc(C)c3c2N(C)C2(C)C[C@@H]4C3(C)[C@@H]3CC4(C2)N(C)c2c(c(C)nn2-c2ccc(OC)cc2)[C@H]3C)cc1 (stereo partly drawn)
70: O=C(O)c1ccc(OCCOc2ccccc2)cc1
71: CCCCNCC(=O)Nc1ccc(C)c(Cl)c1
72: CC(=O)Nc1cc(C(C)C)c(I)cc1C
entry no.,65,66,67,68,69,70,71,72
MALME-3M,102,106,105,7.3*,77,128,96,81
EKVX,91,94,nt,54,nt,89,97,98
UACC-257,98,122,107,88,70,102,97,105
HOP-92,138,113,109,nt,nt,87,62,83
A549/ATCC,107,101,89,68,53,101,88,95
UACC-62,nt,91,96,57,65,107,100,89
M14,110,102,103,9.4*,84,112,83,101
HOP-62,92,92,105,75,53,113,86,99

Source: PubChem
